High-throughput results (PubChem)
FBPA Giardia inh = inhibitors of Giardia lamblia fructose-1,6-bisphosphate aldolase. Potency, µM (series often up to 59.6 µM), for the others: top-dose activity, negative = inhibition, usual class: inhibitors. A8B2U2. purified Giardia FBPA. AID 2451. 290,000 tested, 0.71% active; further: potency means the concentration at half of the fitted maximal effect; nearly all actives have a fitted effect of over 55% in size
Target sequence (A8B2U2 whole entry, looked up): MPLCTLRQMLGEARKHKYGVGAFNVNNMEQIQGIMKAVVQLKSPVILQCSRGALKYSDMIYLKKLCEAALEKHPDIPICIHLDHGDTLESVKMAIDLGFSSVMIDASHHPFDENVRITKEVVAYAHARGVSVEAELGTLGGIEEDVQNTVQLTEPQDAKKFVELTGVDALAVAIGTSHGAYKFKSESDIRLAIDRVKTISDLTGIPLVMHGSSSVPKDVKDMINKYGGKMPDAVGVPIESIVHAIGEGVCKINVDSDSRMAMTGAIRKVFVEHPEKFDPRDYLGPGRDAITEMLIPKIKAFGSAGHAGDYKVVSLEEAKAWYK
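40 nM FBPA preincubated 10 min at RT with compound (up to 57.5 uM final), then substrate plus GAPDH/TPI/NAD/arsenate coupling and diaphorase/resazurin added. Fluorescence read after 20 min at RT, 525/598 nm.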
AMA1-RON2 inh = disrupts binding of P. falciparum AMA1 to RON2; 360,000 tested, 0.2% active; Potency, µM (series often up to 58.2 µM), without a hit: at the highest dose activity change, negative = inhibition, hits mostly inhibitors; AlphaScreen AMA1-biotinylated RON2 peptide binding; AID 720542;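 further: potency means the concentration at half of the fitted maximal effect; 0% = vehicle wells and -100% = peptide control; nearly all actives have a fitted effect of over 45% in size; some results filed as inactive show a strong effect at the top dose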
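AMA1 (3D7) with his tag at 25 nM final met compounds first, then biotinylated RON2 peptide at 25 nM; detection used donor plus acceptor beads, 10 µg/mL apiece, read by AlphaScreen after 30 min at room temperature.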
AmpC detergent = AmpC beta-lactamase inhibition with detergent present; AmpC hydrolysis of nitrocefin, absorbance 480 nm, 0.01% Triton; AID 485294; P00811; 370,000 tested, 0.041% active; Potency, µM (series often up to 114 µM), for the others: at the top dose activity change, negative = inhibition, actives largely listed as inhibitors;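 further: potency means the concentration at half of the fitted maximal effect; 0% = no-compound wells and -100% = no-enzyme wells; nearly all actives have a fitted effect of over 25% in size; some results filed as inactive show a strong effect at the top dose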
Target sequence (P00811 whole entry, looked up): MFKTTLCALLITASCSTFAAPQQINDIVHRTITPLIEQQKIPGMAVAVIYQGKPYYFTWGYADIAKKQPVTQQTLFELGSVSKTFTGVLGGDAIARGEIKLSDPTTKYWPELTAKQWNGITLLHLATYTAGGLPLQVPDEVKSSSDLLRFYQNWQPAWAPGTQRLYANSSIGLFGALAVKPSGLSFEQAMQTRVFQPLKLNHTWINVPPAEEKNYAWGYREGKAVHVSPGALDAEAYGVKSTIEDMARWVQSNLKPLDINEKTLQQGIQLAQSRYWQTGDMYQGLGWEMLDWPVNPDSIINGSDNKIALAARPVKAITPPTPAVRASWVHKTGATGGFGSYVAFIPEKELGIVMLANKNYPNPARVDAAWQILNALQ
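AmpC (5.3 nM in the dispensed reagent) in 20 mM phosphate pH 7.0 with 0.01% (detergent screen) or 0.0001% Triton X-100 was preincubated with compounds for 15 min at room temperature. Nitrocefin was then added from an 800 uM solution, and hydrolysis was followed at 480 nm.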
Sm TGR block = blocks Schistosoma mansoni thioredoxin glutathione reductase | Q962Y6 | purified TGR, DTNB reduction, TNB absorbance 405 nm | Potency, µM (series often up to 114 µM), for inactives: top-dose activity change, negative = inhibition, actives largely listed as inhibitors | 360,000 tested, 3% active | AID 485364; further: potency means the concentration at half of the fitted maximal effect; nearly all actives have a fitted effect of over 60% in size
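First, TGR (20 nM dispensed) and NADPH were mixed with compound. Second, a 15 min room-temperature incubation followed. Third, further NADPH and then DTNB were added to start the reaction. Finally, TNB absorbance was monitored kinetically.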
HCMV antiviral = blocks human cytomegalovirus replication. AID 1259415. activity change, negative = inhibition, % at 57.5 µM. 410,000 tested, 4.5% active. HFF cells, HCMV-luciferase reporter, 72 h; stronger effect = lower value; in the data active means activity change below about -60%; inconclusive means no clear call, values can overlap the other calls; inactive means above about -39%
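Screen run at 2 compound doses on HFFs infected with reporter HCMV, MOI 1 PFU/cell. Luciferase activity from cell lysates at 72 h post infection gave inhibition relative to buffer-only and Salinomycin wells.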
AmpC no deterg = blocks E. coli AmpC beta-lactamase in detergent-free assay; AmpC nitrocefin hydrolysis, absorbance 480 nm, 0.0001% Triton; Potency, µM (top dose mostly 57.1 µM), for the others: top-dose activity change, negative = inhibition, most hits filed as inhibitors; 330,000 tested, 0.52% active; AID 485341;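 further: potency means the concentration at half of the fitted maximal effect; plate controls were no compound for no effect and no enzyme for full effect; nearly all actives have a fitted effect of over 20% in size; some results filed as inactive show a strong effect at the top dose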
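20 mM phosphate pH 7.0 + 0.01% (detergent screen) or 0.0001% Triton X-100; 5.3 nM AmpC reagent; cpd preinc 15 min RT; nitrocefin (800 uM stock) to start; A480 q20 s × 4 min; Activity was normalised to no-enzyme and no-compound control wells.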
Starred values were filed as active, the others as inactive; ? = inconclusive; nt = not tested or not shown; [ ] = dose if it differs, or a comment. Unless noted, the call rests on the fitted dose curve; in most records, active means well fitted curve in the direction sought with a large enough effect; inconclusive means small, poorly fitted or top-dose-only effect, or another doubt; inactive means no such curve, though single readings can be large; an effect the other way counts as inactive or inconclusive. Unless noted, on the % scale 0 is the no-effect control and ±100 the full control effect.

Preview:
SMILES | FBPA Giardia inh | AMA1-RON2 inh | AmpC detergent | Sm TGR block | HCMV antiviral | AmpC no deterg
Cc1ccc(CN(CC(=O)NCc2ccccn2)S(=O)(=O)c2ccccc2)cc1 | -5% | -2% | -2% | 5% | -16 | 58%
CSCCC(NC(=O)c1ccc(Cl)cc1)C(=O)OCC(=O)Nc1cc(Cl)ccc1C (centres undefined) | -5% | 1% | -9% | -1% | 7 | -6%
C=CCn1c(SCC(=O)Nc2ccc(C(=O)O)cc2)nc2scc(-c3ccccc3)c2c1=O | nt | -7% | nt | nt | -11 | -23%
CC12CCC(C(=O)Nc3ccccc3Cl)(C(Br)C1=O)C2(C)C (centres undefined) | 0% | 6% | -4% | -1% | -2 | -23%
CCOC(=O)c1ccccc1NC(=O)/C(C)=C/C(=O)O | 2% | 10% | 3% | -10% | -12 | -8%

All compounds of this part, from the start:
SMILES | FBPA Giardia inh | AMA1-RON2 inh | AmpC detergent | Sm TGR block | HCMV antiviral | AmpC no deterg
Cc1ccc(CN(CC(=O)NCc2ccccn2)S(=O)(=O)c2ccccc2)cc1 | -5% | -2% | -2% | 5% | -16 | 58%
CSCCC(NC(=O)c1ccc(Cl)cc1)C(=O)OCC(=O)Nc1cc(Cl)ccc1C (centres undefined) | -5% | 1% | -9% | -1% | 7 | -6%
C=CCn1c(SCC(=O)Nc2ccc(C(=O)O)cc2)nc2scc(-c3ccccc3)c2c1=O | nt | -7% | nt | nt | -11 | -23%
CC12CCC(C(=O)Nc3ccccc3Cl)(C(Br)C1=O)C2(C)C (centres undefined) | 0% | 6% | -4% | -1% | -2 | -23%
CCOC(=O)c1ccccc1NC(=O)/C(C)=C/C(=O)O | 2% | 10% | 3% | -10% | -12 | -8%
Fc1ccc(-c2csc(Nc3ccccn3)n2)c(F)c1 | -25% | -14% | -7% | 0% | 34 | -34%
COCC1CCN(C(=O)c2cc(COc3cc(C)c(Cl)c(C)c3)on2)C1 (centres undefined) | 6% | -9% | 5% | 106%[activator] | 45 | 46%
COC(=O)c1ccc(C(=O)OC)c(NC(=O)c2cnn3c(C(F)F)cc(-c4ccc(C)cc4)nc23)c1 | nt | nt | 26% | 1% | 9 | nt
COc1ccc(C(=O)Nc2cc(C)cc(C)c2)cc1S(=O)(=O)N1CCOCC1 | -9% | 11% | -13% | -1% | -24 | 86%[activator]
C/C(=C\[C@@H](NP(=O)(c1ccccc1)c1ccccc1)c1ccccc1)CO[Si](c1ccccc1)(c1ccccc1)C(C)(C)C | 1% | -4% | nt | nt | -10 | nt
Cc1cc(C)c(S(=O)(=O)Nc2ccc(-c3ccc(N4CCCCC4)nn3)cc2)c(C)c1 | nt | nt | 24% | 8% | -12 | nt
O=C(/C=C/c1ccco1)NC(=S)Nc1cc(C(F)(F)F)ccc1N1CCOCC1 | -3% | 27% | -7% | ? | -2 | -52%
O=C(COC(=O)c1cccs1)NCCN1C(=O)CSC1=O | 0% | 0% | ? | 13% | 30 | -28%
CCc1ccc(OCC(=O)c2c(O)c3ccccc3oc2=O)cc1 | -15% | 0% | 8% | -24% | -1 | -28%
CCCN1CCN(S(=O)(=O)c2ccc3c(c2)OCCO3)CC1 | 0% | -7% | -9% | 1% | 25 | -20%
COc1cc(/C=C/C(=O)OCC(=O)N2CCC(C)CC2)ccc1OCC#N | nt | -3% | 0% | -1% | -16 | 12%
COc1cccc(CNC(=O)Cn2c(SCC(=O)Nc3ccc(F)cc3)nc3ccccc32)c1 | nt | nt | -1% | -1% | -37 | nt
O=C(O)CCN1C(=O)/C(=C2\C(=O)N(Cc3ccc(F)cc3)c3ccccc32)SC1=S | -3% | -15% | -12% | -19% | ? | -27%
CCOC(=O)CC(=O)CSc1ccc2nnc(-c3ccccc3)n2n1 | 4% | 8% | 2% | -28% | -28 | 0.16µM*
O=C(CSc1nnc(C2COc3ccccc3O2)o1)Nc1ccc(F)cc1Cl (centres undefined) | 10% | 18% | 3% | 25% | -9 | -16%[11.4 µM]
Cc1cnc(CNC(=O)c2ccc(OC3CCN(C(=O)C4CC4)CC3)cc2)cn1 | 2% | 16% | 7% | 3% | 34 | -3%
CCOc1ccc(CC2S/C(=N/c3ccccn3)NC2=O)cc1 (centres undefined) | -3% | 29% | -9% | -6% | -20 | -23%
Cc1[nH]c2ccccc2c1-c1csc(NC(=O)CN2CCOCC2)n1 | -7% | -10% | ? | -4% | 8 | -6%[2.29 µM]
O=C(COn1nnc2ccc(Cl)cc21)NC12CC3CC(CC(C3)C1)C2 | 1% | 4% | ? | -3% | -2 | -19%
O=C(O)/C=C/c1cccc2c1OCCO2 | 1% | 0% | -2% | 12% | 2 | -16%
SMILES | FBPA Giardia inh | AMA1-RON2 inh | AmpC detergent | Sm TGR block | HCMV antiviral | AmpC no deterg
Cc1ccc(NNC(=S)Nc2ccc(C(C)C)cc2)c(C)c1 | -4% | ? | -10% | -13% | 3 | -37%
COCCOc1ccc(C(F)(F)F)cc1NC(=O)COC(=O)Cc1c[nH]c2ccccc12 | nt | -2% | 6% | -21% | 13 | -5%
COc1ccc(C2C(=O)N(C3CCCCCC3)CC(=O)N2CCc2ccc(Cl)cc2)cc1OC (centres undefined) | nt | nt | 1% | 9% | -12 | nt
Cc1ccccc1Nc1c(-c2cccc(N(C)C)c2)nc2ccc(Br)cn12 | nt | nt | 12% | 4% | 17 | nt
COc1ccc(SCCN2CC[C@@H](C)CCC2=O)cc1 | nt | 0% | 1% | 2% | 20 | -12%
O=C(O)COc1ccccc1/C=N/NC(=O)CSc1nnc(SCc2ccc(Cl)cc2)s1 | -6% | 4% | 0% | 8% | -32 | -2%
Cc1ccc(-n2nc3c(N4CCC(C(=O)NCc5ccccc5Cl)CC4)nnc(C)c3c2C)cc1 | nt | nt | 9% | -9% | -28 | nt
CC(O)Cn1cnc2c1c(=O)n(C)c(=O)n2C (centres undefined) | 4% | 4% | ? | 5% | -28 | -15%
Cn1c(=O)c2c(ncn2CC(=O)OCC(=O)NC2CCCc3ccccc32)n(C)c1=O (centres undefined) | -3% | 2% | ? | 5% | 12 | 3%
COc1ccc(C(=O)NCc2nnc(SCC(=O)N3CCOCC3)o2)cc1 | 5% | 1% | 12% | 8% | -4 | -29%
CC(=O)c1cccc(OCc2cc(C(=O)N(C)Cc3ccc(C)o3)no2)c1 | -8% | -2% | 2% | ? | 72 | 25%
O=C(NCCN1CCOCC1)C(=O)NCc1ccco1 | 3% | 6% | 3% | nt | 8 | -8%
Nc1cccc(Nc2ncnc3ccccc23)c1 | 12% | 0% | -18% | 4% | -9 | -33%
CCOC(=O)c1nnc(-c2cccs2)nc1Oc1ccccc1C(=O)OC | -11% | 11% | -13% | ? | 103 | 2%
CCn1cc(/C=N/NC(=O)c2ccc3c(c2)OCO3)c(C)n1 | -2% | 12% | -2% | -2% | 7 | -26%
COc1cccc(Oc2ccc(S(=O)(=O)N3CCOCC3)cc2[N+](=O)[O-])c1 | nt | -21% | nt | nt | -29 | 4%
O=C(c1ccc(COc2ccc(Cl)cc2Cl)o1)N1CCCC1 | nt | -8% | 5% | 0% | -16 | 152%[activator]
C=C(C)C(=O)NNc1ccccc1 | -2% | 5% | ? | 1.6µM* | -34 | -1%[11.4 µM]
COc1ccc(NC(=O)CC23CC4CC(C2)CC(n2nnc(C)n2)(C4)C3)cc1 | -10% | -18% | 6% | 5% | -32 | -7%
O=C(COC(=O)c1cccc(C(=O)OCC(=O)c2ccc(Br)cc2)n1)c1ccc(Br)cc1 | -6% | -15% | 3% | -12% | 54 | -9%
CC1CCc2c(sc3nnn(CC(=O)Nc4ccccc4Cl)c(=O)c23)C1 (centres undefined) | nt | nt | 25% | 9% | -5 | nt
CCOc1ccc(S(=O)(=O)NN=C2CCN(C(C)=O)CC2)cc1 | 4% | 12% | -7% | 0% | ? | -28%
CCc1noc(C)c1C(=O)Nc1nc2c(F)cc(F)cc2s1 | nt | 16% | -8% | -1% | 1 | -45%
CN(C)c1cccc(C(=O)n2cc(C(=O)c3cc(F)ccc3O)cn2)c1 | 16% | 13% | -9% | -6% | 34 | -22%
O=C(NC(Cc1ccccc1)C(=O)O)/C(=C/c1ccccc1)NC(=O)c1ccc(Br)o1 (centres undefined) | 11% | 8% | -2% | -6% | -10 | -19%
SMILES | FBPA Giardia inh | AMA1-RON2 inh | AmpC detergent | Sm TGR block | HCMV antiviral | AmpC no deterg
CCc1nnc(NC(=O)CCC(=O)NCC2CCCO2)s1 (centres undefined) | 4% | -2% | -3% | 1% | 20 | -18%
CCN(CC)c1ccc(/C=N\NC(N)=O)cc1 | 0% | -11% | -1% | -2% | -19 | -18%
Cc1ccc(-c2nc3ccccc3c(=O)n2-c2c(C)n(C)n(-c3ccccc3)c2=O)cc1 | 7% | 11% | -10% | -2% | -2 | 11%
Cc1cc(Cl)c(S(=O)(=O)Nc2ccon2)cc1OCC(=O)NC1CCCCC1 | 5% | 16% | -1% | -6% | 14 | 0.22µM*
Cc1ccc(-n2ncc3c(N(CC(C)C)CC(C)C)ncnc32)c(C)c1 | nt | nt | -3% | -5% | 3 | nt
CC(C)CC(=O)Nc1cccc(NC(=O)c2ccccc2Cl)c1 | 0% | 2% | -6% | -5% | -32 | -41%
CSc1ccc(CN2CCCN(C)CC2)cc1 | ? | ? | -11% | -19% | 9 | -13%
COc1ccc(CNC(=O)C2CCN(S(=O)(=O)N3CCCCC3)CC2)c(OC)c1 | 9% | -10% | -12% | 1% | -21 | 26%
O=C(c1cccc2ccccc12)C1CCCN(Cc2ccon2)C1 (centres undefined) | 0% | -14% | -8% | -23% | 0 | 17%
CC1CN(C(=O)COC(=O)c2ccc(S(=O)(=O)N(C)C)cc2)CC(C)O1 (centres undefined) | 1% | -8% | -11% | 3% | -27 | -4%
O=C(Cn1ncc2c1-c1ccccc1OC2)N1CCN(c2ccccn2)CC1 | 1% | 5% | -3% | -14% | 2 | -9%
O=C(c1cc2ccccc2oc1=O)N(Cc1cccs1)Cc1ccccc1Cl | -8% | -25% | -5% | 0% | -10 | -16%
Clc1ccc(-n2nnnc2SCc2cn3ccccc3n2)cc1 | 2% | -6% | 1% | -9% | -29 | -23%
CCCN(Cc1nnc(-c2ccccc2Cl)o1)C(=O)c1cc2ccccc2o1 | nt | -3% | ? | -7% | 11 | 8%
CCOc1ccc(NC(=O)NNC(=O)c2ccc(CC)s2)cc1 | 11% | 23% | -10% | nt | 16 | -34%
COC(=O)CSc1nccc(-c2cccs2)n1 | -30% | -8% | ? | 0% | ? | -3%
CCN(CC(=O)NCc1ccccn1)S(=O)(=O)c1ccc(Cl)cc1 | -1% | 4% | -11% | 6% | -3 | -5%
CCOC(=O)C1=C(C)N(C[C@@H]2CC[C@@H](Cc3ccc(-c4ccccc4)cc3)O2)C(=O)NC1c1ccc(-c2ccccc2)cc1 (some centres undefined) | nt | -2% | nt | nt | ? | -35%
CC(/C=N/n1cnnc1)=C\c1ccco1 | -22% | -8% | ? | 35µM* | 31 | -7%
O=CN/C=C/c1cc(O)ccc1O | ? | ? | 4% | 6.3µM* | -2 | -35%

No enrichment for hits; 7.8% or so of the library scored in one or more.
